Assay outcomes deposited in PubChem by National Center for Advancing Translational Sciences (NCATS).
AmpC inh detg – blocks E. coli AmpC beta-lactamase in detergent assay | P00811 | AmpC hydrolysis of nitrocefin, absorbance 480 nm, 0.01% Triton | Potency, µM (series often up to 114 µM), inactives show at the highest dose activity change, negative = inhibition, hits mostly inhibitors | 370,000 tested, 0.041% active;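 also: potency is read from the fitted curve at half-maximal effect; 0% = no-compound wells and -100% = no-enzyme wells; nearly all actives have a fitted effect of over 25% in size; some results filed as inactive show a strong effect at the top dose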
Target sequence (P00811 whole entry, looked up): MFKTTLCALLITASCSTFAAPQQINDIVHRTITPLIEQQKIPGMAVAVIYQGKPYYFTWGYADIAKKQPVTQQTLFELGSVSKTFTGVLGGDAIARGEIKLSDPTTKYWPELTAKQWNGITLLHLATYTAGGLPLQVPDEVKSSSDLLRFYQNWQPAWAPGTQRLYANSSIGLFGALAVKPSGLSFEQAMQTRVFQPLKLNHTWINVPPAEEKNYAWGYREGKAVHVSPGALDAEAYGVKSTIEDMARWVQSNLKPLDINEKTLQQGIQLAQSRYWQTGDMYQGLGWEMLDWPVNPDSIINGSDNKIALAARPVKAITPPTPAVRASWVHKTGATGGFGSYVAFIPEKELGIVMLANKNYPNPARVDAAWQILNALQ
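AmpC (5.3 nM in the dispensed reagent) in 20 mM phosphate pH 7.0 with 0.01% (detergent screen) or 0.0001% Triton X-100 was preincubated with compounds for 15 min at room temperature. Nitrocefin was then added from an 800 uM solution, and hydrolysis was followed at 480 nm.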
Sm TGR inh – S. mansoni TGR enzyme inhibition; Q962Y6; purified TGR, DTNB reduction, TNB absorbance 405 nm; Potency, µM (series often up to 114 µM), inactives show top-dose activity change, negative = inhibition, actives largely listed as inhibitors; 360,000 tested, 3% active; also: potency is read from the fitted curve at half-maximal effect; nearly all actives have a fitted effect of over 60% in size
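First, TGR (20 nM dispensed) and NADPH were mixed with compound. Second, a 15 min room-temperature incubation followed. Third, further NADPH and then DTNB were added to start the reaction. Finally, TNB absorbance was monitored kinetically.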
Tb PYK inh – T. brucei pyruvate kinase inhibition; TbPYK enzyme, Kinase-Glo Plus ATP luminescence, 45 min; Q57TT1; 410,000 tested, 0.12% active; Potency, µM (titrated, usually from 76.8 µM), without a hit: at the top dose activity, negative = inhibition, usual class: inhibitors; also: potency is read from the fitted curve at half-maximal effect; nearly all actives have a fitted effect of over 50% in size
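Enzyme and substrate buffer are dispensed first and compound is pin-transferred. ADP at 130 uM final then starts the reaction, which runs 45 min at room temperature. Detection reagent is added for 10 min before luminescence is imaged.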
LmPK inh – blocks Leishmania mexicana pyruvate kinase activity. Q27686. purified LmPK, Kinase-Glo ATP luminescence, 1 h. Potency, µM (doses to about 57.5 µM), for the others: at the top dose activity change, negative = inhibition, hits mostly inhibitors. 290,000 tested, 0.37% active; also: potency is read from the fitted curve at half-maximal effect
Target sequence (Q27686 whole entry, looked up): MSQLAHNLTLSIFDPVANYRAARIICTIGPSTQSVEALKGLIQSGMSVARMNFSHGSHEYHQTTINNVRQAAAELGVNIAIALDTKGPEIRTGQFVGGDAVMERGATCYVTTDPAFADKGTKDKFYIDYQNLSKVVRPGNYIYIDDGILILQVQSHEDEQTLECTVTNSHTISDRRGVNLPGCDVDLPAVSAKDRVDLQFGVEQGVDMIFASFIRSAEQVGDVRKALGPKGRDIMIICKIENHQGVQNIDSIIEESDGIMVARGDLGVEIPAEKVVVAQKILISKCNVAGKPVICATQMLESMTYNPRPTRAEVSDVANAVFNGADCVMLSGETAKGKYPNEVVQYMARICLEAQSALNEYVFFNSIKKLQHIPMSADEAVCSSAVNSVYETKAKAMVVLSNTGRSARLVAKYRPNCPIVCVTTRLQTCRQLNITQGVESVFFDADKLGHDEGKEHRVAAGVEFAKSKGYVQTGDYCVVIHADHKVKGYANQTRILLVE
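Kinase-Glo luminescence read after 1 h RT reaction of 0.1 nM LmPK with 0.5 mM PEP and 0.1 mM ADP. Activity scaled between uninhibited and enzyme-free controls.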
AMA1 RON2 block – disrupts binding of P. falciparum AMA1 to RON2. AlphaScreen AMA1-biotinylated RON2 peptide binding. Potency, µM (titrated, usually from 58.2 µM), without a hit: top-dose activity change, negative = inhibition, actives largely listed as inhibitors. 360,000 tested, 0.2% active;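 also: potency is read from the fitted curve at half-maximal effect; 0% = vehicle wells and -100% = peptide control; nearly all actives have a fitted effect of over 45% in size; some results filed as inactive show a strong effect at the top dose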
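AMA1 (3D7) with his tag at 25 nM final met compounds first, then biotinylated RON2 peptide at 25 nM; detection used donor plus acceptor beads, 10 µg/mL apiece, read by AlphaScreen after 30 min at room temperature.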
HCMV inh – inhibitors of human cytomegalovirus. HFF cells, HCMV-luciferase reporter, 72 h; hits give low values. activity change, negative = inhibition, % at 57.5 µM. 410,000 tested, 4.5% active; in the data active = activity change below about -60%; inconclusive = no clear call, values can overlap the other calls; inactive = above about -39%
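Human foreskin fibroblasts infected with luciferase-reporter HCMV at MOI 1 PFU/cell, compounds at two doses. Luciferase measured 72 h post infection; normalized to buffer-only basal and Salinomycin (10uM) controls.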
AmpC inh no detg – AmpC beta-lactamase inhibition without detergent | Potency, µM (doses to about 57.1 µM), for inactives: at the highest dose activity change, negative = inhibition, hits mostly inhibitors | P00811 | 330,000 tested, 0.52% active | AID 485341 | AmpC nitrocefin hydrolysis, absorbance 480 nm, 0.0001% Triton;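 also: potency is read from the fitted curve at half-maximal effect; plate controls were no compound for no effect and no enzyme for full effect; nearly all actives have a fitted effect of over 20% in size; some results filed as inactive show a strong effect at the top dose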
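20 mM phosphate pH 7.0 + 0.01% (detergent screen) or 0.0001% Triton X-100; 5.3 nM AmpC reagent; cpd preinc 15 min RT; nitrocefin (800 uM stock) to start; A480 q20 s × 4 min; Activity was normalised to no-enzyme and no-compound control wells.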
Active calls of the source: *; ? = inconclusive; nt = no result given; & = joins results of further samples; [ ] = remark or other dose. Unless noted, calls follow the shape of the dose curve; as a rule, active = well fitted curve in the direction sought with a large enough effect; inconclusive = small, poorly fitted or top-dose-only effect, or another doubt; inactive = no such curve, though single readings can be large; an effect the other way counts as inactive or inconclusive. Unless noted, % is scaled to controls: 0 for no effect and ±100 for the full control effect.

Results follow in this order: AmpC inh detg | Sm TGR inh | Tb PYK inh | LmPK inh | AMA1 RON2 block | HCMV inh | AmpC inh no detg
Cc1cccc(Nc2nnc(SCC(=O)NC3CCCc4ccccc43)s2)c1 (stereo not given)
 : ? | 3% | -4% | 6% | 6% | ? | -43%
O=C(c1cc(F)ccc1F)C1CCCN(Cc2cccn2-c2ccccn2)C1 (stereo not given)
 : -10% | -14% | 2% | 3% | 2% | -32 | 6%
O=C(Nc1cccc(Oc2c(F)c(F)c(F)c(F)c2F)c1)N1C[C@@H]2C[C@@H](C1)c1cccc(=O)n1C2
 : -18%&-8% | ? | -1% | 7%&14% | 5% | ? | 88%&60%[activator]
COCCNC(=O)c1cn(C)c2ccc(S(=O)(=O)N(C)C3CCCCC3)cc2c1=O
 : -13% | 4% | -4% | 10% | -4% | 13 | 6%
COc1cc(OC)c(/C=N/NC(=O)COc2cccc3cccnc23)c(OC)c1
 : -1% | 0% | -2% | -1% | -16% | 11 | 12%
NS(=O)(=O)c1ccc(CNC(=O)CCC2CCCCC2)cc1
 : -3% | 1% | 1% | -3% | -23% | -4 | -30%
COCCC(=O)N1CCC(n2nccc2NC(=O)CCc2ccccc2)CC1
 : 2% | 0% | 0% | -5% | 5% | -15 | 0%
COCCn1c(=S)[nH]c2cc(C(=O)NCC3CCCO3)ccc2c1=O (stereo not given)
 : -9% | 0% | -7% | 3% | 6% | -32 | -13%
CCC(C)C(NC(=O)c1ccccc1NC(=O)c1ccco1)C(=O)NC1CCCCC1 (stereo not given)
 : -14% | -7% | -6% | 4% | 2% | -14 | 0%
O=C(NC1CC1)c1cccc(S(=O)(=O)N2CCOCC2)c1
 : ? | -6% | -4% | nt | 2% | 0 | -13%
CC1CCc2c(c3ccccc3n2C(=O)CCl)C1 (stereo not given)
 : ? | 8.9µM* | -16% | 7% | -28% | -13 | -22%
Cc1ccccc1N1CCN(S(=O)(=O)c2nnc(NC(=O)c3ccc(Cl)cc3)s2)CC1
 : 3% | -2% | 4% | nt | nt | 3 | nt
COc1ccc(C2NC(=O)CCC2[N+](=O)[O-])cc1 (stereo not given)
 : -12% | -5% | 0% | 7% | -16% | 26 | -8%
Cn1c(=O)c2c(ncn2CC(=O)N/N=C/c2ccc(Br)s2)n(C)c1=O
 : -5% | -13% | 5% | 6% | 0%[11.6 µM] | 5 | 21%
CCOC(=O)C(C)Oc1cccc2c(=O)n(CC(=O)Nc3ccc(OC)cc3)ccc12 (stereo not given)
 : nt | nt | -5% | nt | -1% | 1 | nt

Gathered by group, those above containing an aryl methoxy group.
Results follow in this order: AmpC inh detg | Sm TGR inh | Tb PYK inh | LmPK inh | AMA1 RON2 block | HCMV inh | AmpC inh no detg
COc1cc(OC)c(/C=N/NC(=O)COc2cccc3cccnc23)c(OC)c1
 : -1% | 0% | -2% | -1% | -16% | 11 | 12%
COc1ccc(C2NC(=O)CCC2[N+](=O)[O-])cc1 (stereo not given)
 : -12% | -5% | 0% | 7% | -16% | 26 | -8%
CCOC(=O)C(C)Oc1cccc2c(=O)n(CC(=O)Nc3ccc(OC)cc3)ccc12 (stereo not given)
 : nt | nt | -5% | nt | -1% | 1 | nt

(listing goes on)
Results follow in this order: AmpC inh detg | Sm TGR inh | Tb PYK inh | LmPK inh | AMA1 RON2 block | HCMV inh | AmpC inh no detg
CC/C(=N\Nc1ccccc1)c1c(O)n(-c2ccc(OC)cc2)c(=O)[nH]c1=O
 : 4% | -25% | -7% | -1% | 4% | 35 | -21%
COc1ccc(NC(=O)c2cccc(S(=O)(=O)NCc3ccccc3)c2)cc1S(N)(=O)=O
 : -8% | -16% | 0% | nt | -6% | -3 | -29%
CCOC(=O)c1ccccc1NC(=O)c1ccc2c(=O)n3c(nc2c1)CCCCC3
 : 3% | 1% | 4% | 6% | 1% | 27 | -11%
COc1cc2c(cc1OC)CN(C(=O)CN(C)S(=O)(=O)c1ccc(NC(C)=O)cc1)CC2
 : -9% | 0% | 2% | 0% | -1% | 1 | 0%
Cc1cc2nc3c(=O)n(CCc4ccccc4)c(=O)[nH]c3nc2cc1N
 : 6% | 5% | -1% | -15% | -10% | -33 | -28%
COCCCNC(=O)c1cccc(S(=O)(=O)N2CC3(C)CC2CC(C)(C)C3)c1 (stereo not given)
 : ? | -2% | 0% | nt | 87%[activator] | -25 | 95%[activator]
O=C(C1=C[C@@H](C2CCCCC2)C[C@@H](OCCCCO)O1)N1CCN(Cc2ccccc2)CC1
 : -10% | 6% | 0% | 8% | -3% | 16 | 188%[activator]
COc1ccccc1NC(=O)NC1CCS(=O)(=O)C1 (stereo not given)
 : -1% | -3% | -3% | 2% | 5% | 0 | -20%
O=C(O)CCCCCNC(=O)CCn1nnc2ccccc2c1=O
 : -16% | -13% | 5% | 0% | 48%[activator] | -5 | -18%
Cc1cccc(C)c1NC(=O)Cn1c(=O)cc(C)c2c(C)nn(-c3cccc(Cl)c3C)c21
 : 22% | -2% | -1% | nt | nt | 5 | nt
COc1ccc(CCNC(=O)C2CCC(=O)N(C3CC3)C2)c(OC)c1 (stereo not given)
 : ? | -25% | -6% | 1% | 1% | 14 | 0%
CCOc1ccc(OCCSc2nc3ccccc3[nH]2)cc1
 : -5% | 3% | -4% | 4% | -1% | -76* | -49%
COc1ccc(OC)c(S(=O)(=O)n2nc(-c3ccccc3)cc2N)c1
 : -4% | 11% | 3% | 1% | 13% | 32 | -22%
COc1ccc(SC[C@H](Cc2ccccc2)N2CCN(C)CCC2=O)cc1
 : -1% | -35% | -3% | -3% | -4% | -15 | 111%[activator]
CCCCN(C)C(=S)Nc1ccc2nc3n(c(=O)c2c1)CCCCC3
 : 4% | -3% | -2% | -4% | -9% | 30 | 35%
CCOc1cc(-c2cc(C(=O)O)c3c(-c4ccccc4)[nH]nc3n2)ccc1O
 : 4% | -9% | 2% | nt | nt | 8 | nt
CC1C(=O)Nc2ccccc2N1C(=O)c1ccc(F)cc1 (stereo not given)
 : 0% | -22% | 2% | -7% | 16% | -20 | -12%
O=[N+]([O-])c1ccc(N2CCN(c3nc(-c4ccc(Cl)cc4)cs3)CC2)cc1
 : -2% | 7% | -5% | 4% | -14% | -5 | -18%
CC(C)NC(=O)Nc1ccc2c(c1)C(=O)N([C@@H](C)CO)C[C@@H](C)[C@H](CN(C)Cc1ccccc1)OCCCC[C@H](C)O2
 : nt | nt | -3% | nt | 8% | 12 | nt
CN1CCN(CC(=O)Nc2ccccc2Sc2ccccc2)CC1
 : -2% | 9% | -9% | -2% | -4% | ? | -9%[2.29 µM]
Cc1ccc(S(=O)(=O)N2CCCCC2)cc1C(=O)N1CCCCCC1
 : 3% | 1% | 6% | nt | 9% | -16 | 5%
Cc1ccc(C(=O)NCC(=O)OCC(=O)c2ccc3c(c2)NC(=O)CO3)cc1C
 : -1% | -15% | 6% | -4% | 9% | 41 | -29%
CCN(CC)c1nc2ccccc2nc1C(=O)Nc1cc(OC)c(OC)c(OC)c1
 : 2% | -10% | 0% | nt | nt | -3 | nt
CCNC(=S)N1CCN(c2ccc([N+](=O)[O-])cc2)CC1
 : -6% | 16% | -8% | -3% | -9% | 8 | -13%
Cc1ccc(S(=O)(=O)N/N=C/c2cccc3c2OCCO3)cc1
 : -18% | -9% | -12% | 1% | 11% | -13 | -53%
CCOC(=O)N1CCN(S(=O)(=O)CCNC(=O)c2cccc(OC)c2)CC1
 : -8% | -2% | -1% | nt | 4% | -16 | -2%
O=C(ON=C1CCN(S(=O)(=O)c2ccccc2)CC1)c1ccc(Cl)cc1
 : ? | 2% | 0% | 2% | -2% | 78 | 4%
COc1ccc(-c2nnc(SCc3cccc(C#N)c3)o2)cc1
 : -13% | 48%[activator] | 0% | 2% | 4% | -20 | -3%
CCOc1ccc(S(=O)(=O)N2CCOCC2)cc1NS(=O)(=O)c1ccc(OC)c([N+](=O)[O-])c1
 : ? | -1% | 3% | nt | -4% | -8 | -26%
CCOC(=O)c1c(C)[nH]c(C(=O)OCC(=O)NC2CCS(=O)(=O)C2)c1C (stereo not given)
 : 2% | 3% | 1% | -5% | -11% | 11 | -12%
CCN(c1ccccc1C(=O)O)S(=O)(=O)c1cccc2nsnc12
 : 2% | 0% | 1% | -10% | 7% | -8 | -8%
O=C(Nc1nnc([C@@H]2C[C@H](O)[C@@H](CO)O2)s1)Nc1cccc(Cl)c1Cl
 : nt | nt | -1% | nt | 8% | 10 | nt
O=C(Nc1cccc(Cl)c1)C1C2C=CC3(O2)C1C(=O)N(CCCN1CCCCC1)C3C(=O)NC1CCCCC1 (stereo not given)
 : ? | 2% | -5% | 3% | -2% | ? | -35%
CSc1ccccc1NC(=O)COC(=O)/C=C/c1ccco1
 : nt | nt | 3% | nt | -2% | nt | -15%
COC(=O)c1sc2ccccc2c1-n1cccc1C(=O)C(=O)Nc1ccc(OC)cc1
 : -12% | 1% | -11% | 0% | -15% | 69 | -9%
CC1CC(C)(C)NC(=S)N1CCCC(=O)N1CCN(c2ccccc2F)CC1 (stereo not given)
 : ? | 2% | -4% | -4% | -2% | 15 | 4%
Cc1oc(-c2ccccc2F)nc1CS(=O)(=O)CC(=O)N1CCN(Cc2ccccc2)CC1
 : -19% | 13µM* | -1% | 6% | 0% | -20 | 195%[activator]
CC(=O)OC1CCC2(C)C(=CCC3C2CCC2(C)C3CC3OC4(CCC(C)CN4)C(C)C32)C1 (stereo not given)
 : -6% | 15% | 2% | -1% | 2% | -24 | -15%
CCOC(=O)CC1CCCCN1Cc1cn(C)nc1-c1ccc2c(c1)OCCO2 (stereo not given)
 : -2% | 7% | 0% | 8% | 9% | -9 | -11%
Cc1ccc(OC(=O)CCN2C(=O)c3ccccc3C2=O)cc1C
 : 3% | 4% | -6% | 10% | 49%[activator] | -8 | -3%
Cc1ccc(NC(=O)C2CCCN2C(=O)c2cccs2)c(C)c1 (stereo not given)
 : -14% | 1% | 0% | 5% | 0% | -1 | -10%
CC(=O)c1cnn(-c2cc(Oc3ccccc3C)ncn2)c1C
 : 2% | 1% | 1% | -1% | 5% | -23 | -6%
O=C(Nc1cccc(C(=O)O)c1)/C(=C\c1ccco1)NC(=O)c1ccccc1Cl
 : 5% | ? | ? | 1% | -8% | -15 | -9%
O=C(c1cnn(C(=O)c2ccccc2F)c1)c1ccccc1O
 : ? | -33% | -1% | nt | 30%[activator] | -14 | -10%
COc1ccc(Cn2c(C)c(C)c(C#N)c2NC(=O)Nc2ccccc2)cc1
 : 0% | ? | 0% | 3% | -12% | -3 | -26%
FC(F)c1nnc2ccc(Cl)nn12
 : ? | -8% | -3% | 1% | 37%[activator] | -23 | 3%
Cc1c(C(=O)NCc2ccc3c(c2)OCO3)sc(=O)n1Cc1cccc(F)c1
 : nt | nt | -2% | nt | -15% | -2 | nt
